CDK5 p35 inh = inhibitors of human CDK5/p35 kinase. Q00535+Q15078. Recombinant CDK5/p35, ADP-Glo luminescence, 60 min. inhibition, % at 10 µM. actives 0.01% (n = 330,000);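 active = highest replicate inhibition of at least 50% and at least 75% of replicates reaching 50%; inconclusive = only one of the two criteria met; inactive = both criteria failed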;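 also: plate controls were DMSO neutral control for no effect and GW8510 at 10 µM for full effect; many of its hits are not listed in these tables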
Target sequence (Q00535 whole entry, looked up): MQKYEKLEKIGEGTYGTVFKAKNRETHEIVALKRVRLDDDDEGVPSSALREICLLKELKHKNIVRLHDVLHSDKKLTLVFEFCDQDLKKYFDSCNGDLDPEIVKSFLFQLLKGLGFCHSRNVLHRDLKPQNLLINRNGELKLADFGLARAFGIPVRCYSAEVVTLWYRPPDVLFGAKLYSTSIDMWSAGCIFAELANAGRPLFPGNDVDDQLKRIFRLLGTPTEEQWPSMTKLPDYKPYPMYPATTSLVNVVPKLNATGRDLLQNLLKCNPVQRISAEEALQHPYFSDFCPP
Target sequence (Q15078 whole entry, looked up): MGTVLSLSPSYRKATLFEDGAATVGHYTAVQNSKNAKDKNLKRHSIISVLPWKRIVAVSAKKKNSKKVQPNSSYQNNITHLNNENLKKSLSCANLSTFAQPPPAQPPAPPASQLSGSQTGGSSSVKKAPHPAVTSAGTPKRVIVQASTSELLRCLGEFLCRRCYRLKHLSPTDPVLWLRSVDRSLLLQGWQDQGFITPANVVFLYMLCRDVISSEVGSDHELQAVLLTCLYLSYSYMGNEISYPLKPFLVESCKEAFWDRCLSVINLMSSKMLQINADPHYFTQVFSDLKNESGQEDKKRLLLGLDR
CAL PDZ FP-1 = blocks peptide binding to human CAL PDZ domain. Q9HD26. purified CAL PDZ, TMR-peptide fluorescence polarization, 1 h. inhibition, % at 20 µM. actives 0.02% (n = 330,000). AID 504414;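 active = highest replicate inhibition of at least 40%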;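 also: plate controls were DMSO neutral control wells for no effect and unlabeled competitor peptide control wells for full effect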
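Material – purified CerCALP PDZ construct · Detection – FP readout, S and P plane fluorescence · Measure – percent inhibition from loss of millipolarization · Controls – unlabelled peptide for full inhibition, DMSO wells as neutral · Probe or stimulus – TMR-labelled reporter peptide T*-PRC34 bound in PDZ groove · Times – 1 h at RT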
Tat export inh = inhibitors of E. coli Tat protein transport; E. coli MC4100 TorA-mCherry Tat export, fluorescence; inhibition, % at 10 µM; actives 0.036% (n = 340,000); AID 488895;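 active = mean replicate inhibition at least 50% and at least half of replicates individually reaching 50%; inconclusive = only one of the two criteria met; inactive = neither criterion met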;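 also: exported cargo escapes ClpAP degradation while cytoplasmic cargo is degraded and loses fluorescence; 0% = median of neutral control wells and 100% = median of NaSCN control wells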
cardiac RTF act = increases calcium sensitivity of human cardiac regulated thin filaments | actives 0.24% (n = 340,000) | P19429+P45379 | activation, % at 7.2 µM | IANBD-labeled TnC RTF fluorescence at EC20 calcium; 0% EC20 calcium, 100% full calcium;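 active = activation above the mean over all tested compounds plus 3 SD, cut at about 30% in these data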;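 also: rise in fluorescence read as greater calcium sensitivity of cardiac thin filaments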
V-ATPase pH = alters yeast V-ATPase proton transport; S. cerevisiae, pHLuorin cytosolic pH fluorescence; response, % at 10 µM; actives 0.37% (n = 350,000); AID 504577; in the data active = response mostly above about 7.3%, no sharp cut-off; inactive = mostly below about 5.4%; also: actives read high; inactives centre near 0; some compounds called inactive have numbers as strong as hits
MITF act = activators of MITF-driven TRPM1 promoter activity in SK-MEL-5 cells. SK-MEL-5 TRPM1-promoter luciferase, 24 h; % of positive control, neutral wells = 0. activation, % at 12.5 µM. actives 0.75% (n = 300,000). AID 588334;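 active = mean activation of at least 80% with every replicate also reaching 80%; inconclusive = mean reaches 80% but some replicate falls short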;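 also: 0% = neutral control wells and 100% = parthenolide positive control wells; values of inactives mirror those of a sister screen read the other way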
dFosB act = enhances mouse delta FosB homodimer DNA binding; P13346; purified delta FosB, TAMRA-CDK5 oligo fluorescence polarization; percent of positive-control signal above neutral wells; activation, % at 25 µM; actives 0.99% (n = 340,000); AID 493131;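 active = mean activation above about 17%, with every replicate also reaching it, limit read from the data, passing the limit was not always enough; inconclusive = only one of the two conditions met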;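 also: fluorescence polarization rise as delta FosB binds a TAMRA Cdk5 AP-1 oligo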
Target sequence (P13346 whole entry, looked up): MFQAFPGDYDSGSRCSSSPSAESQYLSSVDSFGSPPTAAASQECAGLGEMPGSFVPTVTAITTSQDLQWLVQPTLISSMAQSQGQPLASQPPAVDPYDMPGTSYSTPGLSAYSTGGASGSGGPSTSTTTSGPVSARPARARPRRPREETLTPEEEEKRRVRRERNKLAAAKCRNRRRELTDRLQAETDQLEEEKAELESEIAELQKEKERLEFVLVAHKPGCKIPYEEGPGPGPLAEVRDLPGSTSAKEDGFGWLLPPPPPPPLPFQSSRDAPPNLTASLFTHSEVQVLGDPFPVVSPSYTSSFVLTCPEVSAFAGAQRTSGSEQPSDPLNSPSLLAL
Wnt bcat act = Wnt/beta-catenin pathway activation | Wnt/beta-catenin reporter cell assay, activator, plate reader | activation, % at 9.35 µM | actives 1.2% (n = 300,000); in the data active = activation above about 30%, passing the limit was not always enough; inconclusive = no clear call, values can overlap the other calls;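 also: 0% = neutral control wells and 100% = positive control wells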
CAL PDZ FP-2 = CAL PDZ (human) peptide binding inhibition; Q9HD26; purified CAL PDZ, TMR-peptide fluorescence polarization, 1 h; inhibition, % at 24.9 µM; actives 0.92% (n = 300,000); AID 602252;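 active = mean inhibition of at least 30% with at least half of replicates also reaching 30%; inconclusive = no clear call, values can overlap the other calls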;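 also: 0% = DMSO neutral control and 100% = excess unlabeled competitor peptide PRC23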
Rtt109 Vps75 = inhibitors of Candida albicans Rtt109/Vps75 histone acetyltransferase. Q5AAJ8. purified Rtt109/Vps75, ThioGlo CoA-SH fluorescence, 4 h. inhibition, % at 34.9 µM. actives 0.16% (n = 330,000). AID 540336;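 active = inhibition of at least 50% in every replicate; inconclusive = best replicate reaches 50% inhibition but some replicates fall short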
Starred values were filed as active, the others as inactive; ? = inconclusive; / = not tested or not shown; & = joins results of further samples.

1: Cc1ccc2nc(C)c(Cl)c(=O)n2c1
2: O=C(O)CCCNc1ccc(S(=O)(=O)Nc2ccccc2C(=O)O)cc1C(=O)O
3: Cc1sc2ncnc(OCC(=O)N3CCN(C(=O)c4ccco4)CC3)c2c1C
4: Cc1cc(C)n(-c2nc3ccccc3c(=O)n2OCC(=O)OCc2ccccc2)n1
5: CCOC(=O)/C=C1\SCC(=O)N1CC(=O)Nc1cccc(F)c1
6: CC1CCN(CC(=O)Nc2cccc([N+](=O)[O-])c2)CC1
Screen / compound no.,1,2,3,4,5,6
CDK5 p35 inh,-0.4,0.0,-0.1,0.2,-1.8,0.0
CAL PDZ FP-1,-0.7,-1.7,-0.3,-0.7,-2.4,-0.4
Tat export inh,-1,-1,-8,-4,-3,6
cardiac RTF act,5,5,13,-8,3,-2
V-ATPase pH,0,-2,-5,3,-1,-1
MITF act,4,-7,-2,-14,2,6
dFosB act,2,-5,-8,2,0,-2
Wnt bcat act,-4,23&0,-1,2,-1,-1
CAL PDZ FP-2,-2,0,/,-4,-3,/
Rtt109 Vps75,-1,33,7,6,-9,-2

7: COCCCN(C(=O)Cc1csc(-c2cccc(Cl)c2)n1)c1c(N)n(Cc2ccccc2)c(=O)[nH]c1=O
8: CC(NC(=O)c1ccc(OC2CCN(C(=O)c3cccnc3)CC2)cc1)C1CC1 (stereo unspecified)
9: O=C(NC1CC2CCCC(C1)N2Cc1ccc(F)cc1)c1ccc(F)cc1 (stereo unspecified)
10: Cc1ccc(CNC(=O)C2CCN(S(=O)(=O)c3c(C)noc3/C=C/c3ccco3)CC2)cc1
11: Cc1ccc(CN2C(=O)C[C@@H](NC(=O)OCC3c4ccccc4-c4ccccc43)C/C=C\C2c2ccc(C)cc2)cc1 (stereo partly specified)
12: CC(C)(C)NC(=O)c1ccc2c(c1)N(CC(=O)N1CCCC1)C(=O)C(C)(C)O2
Screen / compound no.,7,8,9,10,11,12
CDK5 p35 inh,-1.1,-0.2,-4.2,0.4,-1.6,1.6
CAL PDZ FP-1,-1.0,0.1,-0.2,-0.3,-0.3,-0.7
Tat export inh,-5,8,-9,-6,-4,-4
cardiac RTF act,-1,-3,-5,5,2,-7
V-ATPase pH,-2,9,0,-3,-2,5
MITF act,-7,-1,/,-1,2,/
dFosB act,-17,7,-9,-7,-17,-6
Wnt bcat act,2,-1,-1,-1,-2,0
CAL PDZ FP-2,-1,-1,-4,2,-2,-1
Rtt109 Vps75,1,-3,-14,-5,1,6

Gathered by group, the compounds so far containing a furan ring, fused or not.
3: Cc1sc2ncnc(OCC(=O)N3CCN(C(=O)c4ccco4)CC3)c2c1C
10: Cc1ccc(CNC(=O)C2CCN(S(=O)(=O)c3c(C)noc3/C=C/c3ccco3)CC2)cc1
Screen / compound no.,3,10
CDK5 p35 inh,-0.1,0.4
CAL PDZ FP-1,-0.3,-0.3
Tat export inh,-8,-6
cardiac RTF act,13,5
V-ATPase pH,-5,-3
MITF act,-2,-1
dFosB act,-8,-7
Wnt bcat act,-1,-1
CAL PDZ FP-2,/,2
Rtt109 Vps75,7,-5

Additional entries:
13: O=c1[nH]ncc(N2CCCC2)c1Cl
14: Cc1cc(C)n(CC(=O)N/N=C/c2ccccn2)n1
15: CC(C)(C)c1ccc(S(=O)(=O)N2CCNC(=O)C2)cc1
16: Cc1ccc(CC(=O)N2CCN(C(=O)c3ccco3)CC2)cc1
17: O=C(N/N=C/C1=C(N2CCOCC2)C(=C\c2ccccc2)/CC1)Nc1ccccc1
18: Cc1cc(C)c(C)c(S(=O)(=O)NCC(=O)NCc2ccco2)c1C
Screen / compound no.,13,14,15,16,17,18
CDK5 p35 inh,-3.0,0.4,-2.5,0.2,-0.8,-0.3
CAL PDZ FP-1,0.2,-0.8,-0.1,-1.6,-1.0,-1.5
Tat export inh,-6,-3,4,-3,?,12
cardiac RTF act,7,3,3,10,2,2
V-ATPase pH,0,1,0,-3,0,0
MITF act,10,-5,-1,-13,-3,-7
dFosB act,4,-1,-3,-1,-19,-8
Wnt bcat act,2,-7,-1,4,/,-4
CAL PDZ FP-2,2,-1,0,-2,3,-4
Rtt109 Vps75,-6,7,-3,2,-1,-23

19: O=C(COC(=O)CCc1nc2ccccc2c(=O)[nH]1)Nc1ccccc1Cl
20: Cc1c(NC(=O)CCC(=O)N2CCCCC2)c(=O)n(-c2ccccc2)n1C
21: Nc1nccc(NCCSCc2ccccc2)n1
22: Cc1onc(-c2ccccc2)c1C(=O)N(Cc1ccccn1)Cc1ccccn1
23: COc1cccc(NC(=O)CN(C)C(=O)COc2cc(C)ccc2Cl)c1
24: O=C(Nc1ccccc1)C1=C[C@H](c2ccccc2)C[C@H](OCc2ccc(CO)cc2)O1
Screen / compound no.,19,20,21,22,23,24
CDK5 p35 inh,-0.8,0.8,-0.9,0.0,-1.1,-0.7
CAL PDZ FP-1,-1.3,-0.1,-1.5,0.1,-2.8,-0.6
Tat export inh,-7,-1,5,-7,-1,-2
cardiac RTF act,-2,-2,0,6,-11,-6
V-ATPase pH,0,6,-2,-3,3,1
MITF act,0,2,-9,-2,-2,3
dFosB act,-3,2,-3,-4,-10,-10
Wnt bcat act,3,-1,-2,10,1,-1
CAL PDZ FP-2,/,-6,-3,-7,-4,-8
Rtt109 Vps75,0,-4,-1,7,0,12

25: COc1ccc(CCNC(=O)CN(c2ccc(OC)c(OC)c2)S(=O)(=O)c2ccccc2)cc1OC
26: COCC(C)NC(=O)CCc1nnc(C2(c3ccc(Cl)cc3)CCC2)o1 (stereo unspecified)
27: CC(=O)c1ccc(N2CCN(S(=O)(=O)c3csc(C(N)=O)c3)CC2)cc1
28: CCn1c(C(=O)NCCCN2CCc3ccccc3C2)cc2sccc21
29: CC(SCC(=O)Nc1ccccc1Br)c1nc2ccccc2c(=O)[nH]1 (stereo unspecified)
30: Cc1ccc(S(=O)(=O)N2CCN(c3cnn(C)c(=O)c3Cl)CC2)cc1
Screen / compound no.,25,26,27,28,29,30
CDK5 p35 inh,-1.2,-5.4,0.1,-1.8,-0.3,0.7
CAL PDZ FP-1,-1.9,-3.1,-0.4,-2.3,-0.6,0.7
Tat export inh,-2,-8,-3,-4,-4,-9
cardiac RTF act,-2,14,-6,6,-3,1
V-ATPase pH,-1,-2,7,2,-3,0
MITF act,-3,21,-4,1,5,-13
dFosB act,-7,-4,-8,-14,-6,-1
Wnt bcat act,0,19,-1,/,-3,4
CAL PDZ FP-2,1,-2,-6,/,-3,-1
Rtt109 Vps75,2,0,-4,-9,2,3

31: Cn1c(=O)c2c(nc(N/N=C/c3cccs3)n2Cc2ccccc2)n(C)c1=O
32: S=c1ncc2[nH]c(=S)[nH]c2[nH]1
33: O=C(CSc1nnc(Cc2ccccc2)o1)NC1CC2CCC1C2 (stereo unspecified)
34: Clc1cccc(NCc2nnc3n2CCCCC3)c1
35: COC(=O)c1ccccc1NC(=O)COC(=O)CO/N=C(\C)c1ccc2c(c1)OCO2
36: COC(=O)C1(C)NC(=O)c2ccccc2N1 (stereo unspecified)
Screen / compound no.,31,32,33,34,35,36
CDK5 p35 inh,-0.4,-2.0,0.2,1.1,-1.0,-0.2
CAL PDZ FP-1,-0.6,-0.2,-0.5,-1.4,0.8,0.3
Tat export inh,10,-2,0,-5,5,2
cardiac RTF act,0,-7,8,-3,-5,-3
V-ATPase pH,0,4,-88,0,0,-3
MITF act,-9,2,-5,9,5,-1
dFosB act,3,1,-4,-5,-5,4
Wnt bcat act,2,/,/,3,-1,-1
CAL PDZ FP-2,-5,/,-4,-2,/,6
Rtt109 Vps75,-6,-1,-19,1,-5,4

37: Cc1cc(O)cc(O)c1C(=O)Cc1cnn(-c2ccccc2)c1
38: Cc1c(NC(=O)c2cccc(S(=O)(=O)N(C)c3ccccc3)c2)c(=O)n(-c2ccccc2)n1C
39: S=c1[nH]nc(-c2ccccc2)o1
40: Cc1ccc(NS(=O)(=O)c2ccc(C3CCCCC3)cc2)cc1
41: CC(C)c1ccc(CN2CC(C(=O)Nc3ccccc3)CC2=O)cc1 (stereo unspecified)
42: O=[N+]([O-])c1ccc(N=NNc2ccc([N+](=O)[O-])cc2)cc1
Screen / compound no.,37,38,39,40,41,42
CDK5 p35 inh,0.2,0.0,1.0,1.2,-1.9,-0.7
CAL PDZ FP-1,/,0.4,-2.6,-1.3,-0.4,0.0
Tat export inh,2,3,-6,11,-1,0
cardiac RTF act,3,3,-1,-1,-2,8
V-ATPase pH,-5,0,-2,-3,3,-4
MITF act,/,-3,-9,-7,6,11
dFosB act,-9,-9,-3,1,-4,11
Wnt bcat act,16,-3,/,-1,-2,9
CAL PDZ FP-2,-7,-2,-2,2,4,-1
Rtt109 Vps75,-7,-11,-7,-1,13,2

Overlap with the part before: two compounds; new compounds follow.
41: CC(C)c1ccc(CN2CC(C(=O)Nc3ccccc3)CC2=O)cc1 (stereo unspecified)
42: O=[N+]([O-])c1ccc(N=NNc2ccc([N+](=O)[O-])cc2)cc1
43: O=C(NCCS(=O)CCNC(=O)C(F)(F)F)C(F)(F)F
44: Cc1ccc(NC(=O)COC(=O)Cn2cnc3ccccc32)c([N+](=O)[O-])c1
45: O=C(c1ccc(N2CCOCC2)c([N+](=O)[O-])c1)N1CCN(S(=O)(=O)c2cccs2)CC1
46: O=S(=O)(c1ccc(NC(=S)NCc2ccncc2)cc1)N1CCCCC1
47: Brc1ccc(-c2csc(NC3=NCCCCC3)n2)cc1
48: CC1CCCN(CCCNC(=O)C2CCCN(c3ncnc4c3nc3n4CCCCC3)C2)C1 (stereo unspecified)
Screen / compound no.,41,42,43,44,45,46,47,48
CDK5 p35 inh,-1.9,-0.7,0.8,1.9,-1.3,1.3,0.6,2.1
CAL PDZ FP-1,-0.4,0.0,1.0,0.5,-1.3,-1.2,-5.4,-1.1
Tat export inh,-1,0,-7,0,5,2,-8,5
cardiac RTF act,-2,8,-4,3,4,4,3,-4
V-ATPase pH,3,-4,-2,-2,-1,2,4,-3
MITF act,6,11,5,16,-2,/,24,12
dFosB act,-4,11,0,1,-1,-9,-8,-2
Wnt bcat act,-2,9,/,-2,42*,-2,-3,-2
CAL PDZ FP-2,4,-1,-3,-2,/,-1,-17,5
Rtt109 Vps75,13,2,1,13,1,4,-12,-19

Screens: PubChem BioAssay, several laboratories

An unsorted share of the library; any-hit rate near 4.1%.
